# Assay outcomes from PubChem.
# GBA activity up: enhancers of human beta-glucosidase activity in Gaucher fibroblasts | P04062 | L444P Gaucher fibroblasts, 4-MU-glucoside fluorescence, 3 days | activation, % at 10 µM | 30,000 tested, 0.44% active; in the data active = activation above about 65%;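 note: 0% = vehicle wells and 100% = positive control wells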
# Target sequence (P04062 whole entry L483P): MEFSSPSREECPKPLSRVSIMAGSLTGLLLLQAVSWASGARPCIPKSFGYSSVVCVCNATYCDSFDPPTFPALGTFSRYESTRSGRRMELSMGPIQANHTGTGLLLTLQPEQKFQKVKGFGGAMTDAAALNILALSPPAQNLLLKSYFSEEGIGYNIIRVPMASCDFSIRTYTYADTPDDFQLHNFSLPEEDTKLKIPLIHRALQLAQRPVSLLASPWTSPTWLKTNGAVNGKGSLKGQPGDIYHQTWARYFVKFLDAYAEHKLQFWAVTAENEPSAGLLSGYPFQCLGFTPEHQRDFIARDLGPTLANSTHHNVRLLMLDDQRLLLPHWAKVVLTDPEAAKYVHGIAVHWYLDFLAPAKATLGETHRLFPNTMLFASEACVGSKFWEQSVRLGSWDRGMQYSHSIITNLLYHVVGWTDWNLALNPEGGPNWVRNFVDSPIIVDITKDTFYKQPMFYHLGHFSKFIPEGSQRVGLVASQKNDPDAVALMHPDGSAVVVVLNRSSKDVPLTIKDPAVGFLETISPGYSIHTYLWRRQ
# * = called active by the depositor.
SMILES,GBA activity up
CCOC(=O)Cc1csc(/C(=N/O)C(N)=O)n1,-7.6
COc1ccc(OC)c(NS(=O)(=O)c2ccc(Cl)s2)c1,-10.2
O=C(CCOc1ccccc1)NCC(c1ccco1)N1CCCCC1 (stereo unspecified),-8.0
CCCCn1c(=O)n(CC(O)c2ccccc2)c(=O)c2c1ncn2C1CCCC1 (stereo unspecified),-6.6
CCCCc1ccc(NC(=O)C2CCN(S(C)(=O)=O)CC2)cc1,-3.2
COC(=O)c1ccccc1S(=O)(=O)N(Cc1cc2cc3c(cc2[nH]c1=O)OCO3)C1CCCCC1,-25.7
Cc1ccc(C(=O)CSc2nnc(-c3cccnc3)n2N)cc1,-20.0
Cc1cc(=O)n(C)c(=O)n1CC(=O)N1CCCCCC1,4.9
COc1ccc(CCNC(=O)CCn2c(SCC#N)nc3ccccc3c2=O)cc1OC,-13.7
CCCCCn1c(-c2ccco2)nc2nc3ccccc3nc21,-6.2
CC(=O)Nc1cccc(N(C)S(C)(=O)=O)c1,-47.2
CCOC(=O)c1cccc(NC(=O)CSc2nnnn2CC)c1,7.2
Cc1ccc(Cn2c(CN3CCN(C(=O)c4ccco4)CC3)nc3c2c(=O)n(C)c(=O)n3C)cc1,10.7
CCn1cc(C(=O)NCc2ccc3c(c2)OCO3)c(=O)c2ccc(C)nc21,44.0
Cn1c(/N=C/c2c[nH]c3ccccc23)nc2ccccc21,-10.4
Cn1c(=O)c(C(=O)Nc2cccnc2)c(O)c2ccccc21,-10.1
O=C(NCc1ccccn1)Nc1cccc(NC(=O)NCc2ccccn2)c1,7.3
COc1ccc(OCCC(=O)NC2=NCCS2)cc1,0.8
Cc1csc(NC(=O)c2nc3nccc(C)n3n2)n1,-13.7
CCOC(=O)c1ccccc1NC(=O)c1ccccc1SC,-8.9
CCC(C)NC(=O)C1CCN(C(=O)c2ccccc2)CC1 (stereo unspecified),-2.1
O=C(CCSCc1ccccc1F)N1CCN(c2ccccn2)CC1,-9.6
CCn1c(C)nc2cc(S(=O)(=O)N3CCCCC3)ccc21,-5.2
Brc1cccc(-c2nnc(-c3ccccc3)o2)c1,5.1
COCCCNC(=O)c1ccc(CS(=O)(=O)Cc2cccc(C)c2)o1,3.6
C=CCNC(=O)c1ccccc1NS(=O)(=O)c1ccc(SC)cc1,-29.5
Cc1cc(NC(=O)COC(=O)CSCc2ccc(Cl)c(Cl)c2)no1,-20.3
Cc1[nH]c2ccccc2c1CC(=O)O,-43.4
CCC(=O)c1ccccc1OCCCN1C(=O)NC(C)(C)C1=O,14.2
Cc1ncc(CSc2nnnn2-c2ccccc2)c(N)n1,-24.4
Cc1cc(NCCCN2CCOCC2)n2nc(C)c(-c3ccccc3)c2n1,-4.3
CCOCCn1c(CN(Cc2ccccc2)Cc2ccccc2)nc2c1c(=O)[nH]c(=O)n2C,-0.1
Cc1nc2ccccc2n1CC(O)Cn1c(C(F)(F)F)nc2ccccc21 (stereo unspecified),-2.2
CCO/C=C/C(O)(CNC(=O)COc1ccccc1F)C(F)(F)F (stereo unspecified),-10.1
CCOc1ccccc1CNC(=O)C1CCN(c2nc3ccccc3o2)CC1,-5.3
COc1cccc(Nc2ncc(C(=O)O)c3ccccc23)c1,-6.7
O=C(CSCc1ccco1)c1cccs1,-19.6
CCc1ccc(CCC(=O)Nc2sc3c(c2C#N)CCCC3)o1,-42.9
Cc1cc(C)c(S(=O)(=O)NCCCN2CCOCC2)cc1Br,17.8
O=C(CSc1nnc(Nc2ccccc2F)s1)NCc1ccco1,-18.8
CSCCC(C(=O)Nc1ccc2c(c1)OCO2)N1C(=O)c2ccccc2C1=O (stereo unspecified),-5.2
CC(=O)N1CCc2cc(S(=O)(=O)N3CCc4ccccc4C3)ccc21,-43.6
CCCS(=O)(=O)N1CCC(C(=O)N2CCN(Cc3ccccc3)CC2)CC1,-11.9
O=C(O)CNS(=O)(=O)c1cc(Cl)c(Cl)cc1Cl,-33.9
Cc1cccc(C)c1NC(=O)CSc1nnc(-c2ccncc2)n1Cc1ccco1,-1.0
CCOC(=O)C1=C(CNCc2ccc(C)cc2)NC(=O)NC1c1ccc(OC)cc1 (stereo unspecified),-5.9
O=C(c1cc2c(s1)CCCC2)n1cccn1,-5.7
CCOC(=O)c1c(C)[nH]c(C(=O)CN2C(=O)NC(C)(c3ccc(C)cc3)C2=O)c1C (stereo unspecified),-10.5
CC1C(=O)CCC1(C(=O)O)c1ccccc1 (stereo unspecified),-13.2
Cc1nc(-c2cccc(S(=O)(=O)N3CCOCC3)c2)cs1,6.7
# Other structures.
SMILES,GBA activity up
Cc1nc2c(C(=O)NCc3ccco3)cnn2c(C)c1Cc1ccc(F)cc1Cl,-10.1
O=c1c2ccccc2nc2n1CCC2,1.9
COc1ccc(Cl)cc1S(=O)(=O)n1nnc2ccccc21,1.5
Cc1noc(C)c1C(=O)OCC(=O)NCCC1=CCCCC1,0.9
CC(C)n1c(SCC(=O)NCc2ccco2)nc2c1c(=O)n(C)c(=O)n2C,-16.1
O=C(NCCCN1CCN(CCCNC(=O)c2ccc3c(c2)OCO3)CC1)c1ccc2c(c1)OCO2,-7.5
O=C1Nc2cc(C(=O)N3CCOCC3)ccc2SC1N1CCOCC1 (stereo unspecified),6.0
CC(=O)Nc1ccc(C(=O)c2ccccc2)cc1,-8.1
Cn1c(=S)n(/N=C/c2ccc3c(c2)OCO3)c2ccccc21,-6.6
O=C(CSc1nnc(COc2cccc3cccnc23)o1)N1CCc2ccccc21,10.0
O=C(CCCN1C(=O)c2cccnc2C1=O)N1CC(=O)N(CCc2ccccc2)C(=O)C1,-3.2
Cc1c(Cl)cccc1NC(=O)Cn1cccc1,-5.1
COc1ccc(CCNc2oc(-c3ccc(OC)c(OC)c3)nc2C#N)cc1,2.4
Cn1nnnc1SCC(=O)Nc1ccc(Oc2ccccc2)cc1,0.9
Nc1nc(-c2ccc3c(c2)OCCO3)cs1,16.9
Cn1c(=O)c2c(nc(CN3CCN(c4ccccc4)CC3)n2CCN2CCOCC2)n(C)c1=O,-11.0
Cc1cccc(NC(=O)c2cc3c(n(-c4ccccc4)c2=O)CCCC3=O)n1,-8.4
c1ccc(N=P(N2CCOCC2)(N2CCOCC2)N2CCOCC2)cc1,-6.6
O=C(CN1C(=O)C2CCCCN2C(=O)c2ccccc21)N1CCCc2ccccc21 (stereo unspecified),-41.0
Cc1ccc(C(=O)N2CCN(C3CCCCC3)CC2)s1,-3.5
Cc1csc(NC(=O)c2cccc(Cn3nc(C)c(Br)c3C)c2)n1,8.7
O=c1[nH]c(-c2cccs2)nc2ccccc12,-11.6
CN(C)CCOC(c1ccccc1)c1ccccc1 (tested in a mixture with another compound),-21.3
O=C(Nc1nccs1)C12CC3CC(C1)CC(C(=O)Nc1nccs1)(C3)C2,-31.9
CCCCOC(=O)c1ccc(NC(=O)C(CCS(C)(=O)=O)NC(C)=O)cc1 (stereo unspecified),-61.2
O=C(O)c1[nH]c2ccccc2c1NS(=O)(=O)Cc1ccccc1,30.0
CCC(Sc1nc(C)cc(=O)[nH]1)C(=O)Nc1nc2c(s1)CCCC2 (stereo unspecified),81.5*
C(=N\n1cncn1)/c1ccc(N2CCOCC2)cc1,0.6
NC(=O)c1ccccc1OCC(=O)NS(=O)(=O)c1ccccc1,-38.9
CCCCC(C(=O)NCCC(C)C)N(CCCN1CCOCC1)C(=O)c1snc(C(N)=O)c1N (stereo unspecified),40.4

# Given bar-delimited: entries from further up
SMILES | GBA activity up
O=c1c2ccccc2nc2n1CCC2 | 1.9
COc1ccc(Cl)cc1S(=O)(=O)n1nnc2ccccc21 | 1.5
Cc1noc(C)c1C(=O)OCC(=O)NCCC1=CCCCC1 | 0.9
CC(C)n1c(SCC(=O)NCc2ccco2)nc2c1c(=O)n(C)c(=O)n2C | -16.1
O=C(NCCCN1CCN(CCCNC(=O)c2ccc3c(c2)OCO3)CC1)c1ccc2c(c1)OCO2 | -7.5
O=C1Nc2cc(C(=O)N3CCOCC3)ccc2SC1N1CCOCC1 (stereo unspecified) | 6.0
CC(=O)Nc1ccc(C(=O)c2ccccc2)cc1 | -8.1
Cn1c(=S)n(/N=C/c2ccc3c(c2)OCO3)c2ccccc21 | -6.6
O=C(CSc1nnc(COc2cccc3cccnc23)o1)N1CCc2ccccc21 | 10.0
O=C(CCCN1C(=O)c2cccnc2C1=O)N1CC(=O)N(CCc2ccccc2)C(=O)C1 | -3.2
Cc1c(Cl)cccc1NC(=O)Cn1cccc1 | -5.1
COc1ccc(CCNc2oc(-c3ccc(OC)c(OC)c3)nc2C#N)cc1 | 2.4
Cn1nnnc1SCC(=O)Nc1ccc(Oc2ccccc2)cc1 | 0.9
Nc1nc(-c2ccc3c(c2)OCCO3)cs1 | 16.9
Cn1c(=O)c2c(nc(CN3CCN(c4ccccc4)CC3)n2CCN2CCOCC2)n(C)c1=O | -11.0
Cc1cccc(NC(=O)c2cc3c(n(-c4ccccc4)c2=O)CCCC3=O)n1 | -8.4
c1ccc(N=P(N2CCOCC2)(N2CCOCC2)N2CCOCC2)cc1 | -6.6
O=C(CN1C(=O)C2CCCCN2C(=O)c2ccccc21)N1CCCc2ccccc21 (stereo unspecified) | -41.0
Cc1ccc(C(=O)N2CCN(C3CCCCC3)CC2)s1 | -3.5
Cc1csc(NC(=O)c2cccc(Cn3nc(C)c(Br)c3C)c2)n1 | 8.7
O=c1[nH]c(-c2cccs2)nc2ccccc12 | -11.6
CN(C)CCOC(c1ccccc1)c1ccccc1 (tested in a mixture with another compound) | -21.3
O=C(Nc1nccs1)C12CC3CC(C1)CC(C(=O)Nc1nccs1)(C3)C2 | -31.9
CCCCOC(=O)c1ccc(NC(=O)C(CCS(C)(=O)=O)NC(C)=O)cc1 (stereo unspecified) | -61.2
O=C(O)c1[nH]c2ccccc2c1NS(=O)(=O)Cc1ccccc1 | 30.0
CCC(Sc1nc(C)cc(=O)[nH]1)C(=O)Nc1nc2c(s1)CCCC2 (stereo unspecified) | 81.5*

# Next entries:
SMILES,GBA activity up
COc1ccccc1OCc1ccc(C(=O)NCCN(C)C)o1,-13.1
O=C(O)CCSc1nc2ccccc2c(=O)[nH]1,-5.7
CCOC(=O)C1CCN(C(=O)c2oc3ccc(S(=O)(=O)N4CC(C)CC(C)C4)cc3c2C)CC1 (stereo unspecified),-65.1
O=C(CCS(=O)(=O)Cc1ccccc1)N1CCN(Cc2ccccc2)CC1,-33.5
CC(=O)c1cccc(NC(=O)CC2SC(N3CCCCC3)=NC2=O)c1 (stereo unspecified),19.5
CCCn1c(SCC(=O)Nc2sc(C)c(C)c2C(=O)OC)nc2c1c(=O)n(C)c(=O)n2C,1.7
Cn1c(=O)[nH]c(=O)c2c1ncn2CCN1CCOCC1,-8.8
CC1(C)CC2(CCO1)OC(=O)CC2C(=O)NCCc1ccccc1 (stereo unspecified),17.0
CCCCN(CCCC)Cc1ccc(N)cc1,3.3
O=C(Nc1ccon1)c1cc2c(s1)CCCCCC2,-0.8
CCn1c(SCC(=O)c2ccc(F)cc2)nnc1-c1ccoc1C,-21.7
O=C(NC1CCCC1)C(c1ccsc1)N(Cc1ccco1)C(=O)Cc1cccs1 (stereo unspecified),-13.8
Cc1ccccc1CSCC(=O)NC(=O)NCc1ccco1,-10.8
Cc1cc(NC(=O)CSc2nccn2-c2ccc(F)cc2)no1,-8.2
COc1cccc(CNC(=O)CCn2c(=O)oc3ccccc32)c1,-10.6
Cc1c(C(=O)NCc2ccco2)oc2ccc(S(=O)(=O)N3CCC4(CC3)OCCO4)cc12,18.7
Cc1cccc2cc(CN(CCCO)C(=O)Nc3ccccc3Cl)c(=O)[nH]c12,-8.9
O=C1NC(Nc2nccs2)(C(F)(F)F)C(=O)N1CCc1ccccc1 (stereo unspecified),-17.3
CCN(CC(=O)NC)S(=O)(=O)c1ccc(Br)cc1,-15.5
CS(=O)(=O)N1CCN(C(=O)c2cc3ccccc3oc2=O)CC1,-10.4
Cc1oc2c(c1C(=O)NCc1ccccc1)CCCC2,-26.8
CCN(CC)c1nc(N(CC)CC)[nH]c(=O)n1,-0.5
Nc1cc(N)cc(-c2nc3ccccc3[nH]2)c1,12.5
O=C(CN1CCC(n2nnc3cc(F)ccc32)CC1)NCCc1nc2ccccc2[nH]1,-3.9
COc1ccccc1-c1nc(NC(C)=O)n[nH]1,8.0
CCc1ccc(NC(=O)N(CCCN2CCOCC2)C(C)c2cc3cccc(OC)c3o2)cc1 (stereo unspecified),9.2
Cc1ccc(C(=O)NC2CCCCCC2)o1,-6.3
CS(=O)(=O)N(CC(=O)O)c1ccc(Oc2ccccc2)cc1,-13.1
O=C(NCc1ccco1)c1cnn2c(C(F)F)cc(-c3ccccc3)nc12,8.1
CCOC(=O)N1CCC(NC(=O)CS(=O)Cc2nc(-c3ccc(OC)c(OC)c3)oc2C)CC1 (stereo unspecified),6.2
c1ccc2oc(SCc3nc4ccccc4s3)nc2c1,-26.6
COC(=O)C(C(=O)Nc1cc(C)on1)C1CCCCCC1 (stereo unspecified),-52.3
CCOC(=O)C1(c2ccccc2)NC(c2ccc(N(C)C)cc2)C2C(=O)N(C)C(=O)C21 (stereo unspecified),-22.4

# A portion of the library; rates above refer to the full screens.
